P. falciparum M1AAP – P. falciparum M1AAP inhibitors, biochemical, fluorogenic H-Leu-NHMec substrate, 1536-well (AID 1445) | hit rate 0.42% among 220,000 | inhibition, % at 30 µM, or IC50 in µM where a hit was titrated | recombinant M1AAP, H-Leu-NHMec fluorogenic kinetic assay; higher % means a stronger effect;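 active means primary inhibition above the hit cutoff, then over 50% inhibition at one or more dose response concentrations, cut at about 23% in these data, passing the limit was not always enough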;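 further: plate controls were DMSO full reaction for no effect and no enzyme background for full effect; strong numbers were not always called active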
CSM14.1 death rescue – rescue of cells from ER stress-induced death, primary screen, 384-well, CSM14.1, thapsigargin, ATP luminescence (AID 1222); CSM14.1 thapsigargin-induced death rescue, ATP luminescence; higher % means a stronger effect; cellular ATP content (survival), % at 20 µM; hits with a dose series show EC50 in µM; 190,000 tested, under 10 active;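 active means EC50 below 50 µM in the dose-response confirmation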;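 further: death triggered by thapsigargin at about 15 µM added after 2 h compound pretreatment; cell ATP read after overnight thapsigargin exposure of roughly 18 to 22 hours; normalized against plate controls of thapsigargin alone and 5% DMSO vehicle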
M17LAP inhibition – P. falciparum M17LAP inhibitors, primary screen, biochemical, fluorogenic H-Leu-NHMec substrate, 1536-well (AID 1619); recombinant M17LAP, H-Leu-NHMec fluorogenic kinetic assay; higher % means a stronger effect; inhibition, % at 30 µM; hits with a dose series show IC50 in µM; hit rate 0.38% among 220,000;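 active means compound inhibiting the enzyme by more than half at any dose during confirmatory dose-response retesting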;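 further: plate controls were full reaction with DMSO carrier for no effect and no enzyme background for full effect; strong numbers were not always called active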
LYP inhibition – inhibitors of LYP phosphatase, biochemical, fluorescence intensity, uHTS (AID 1779). Tyrosine-protein phosphatase non-receptor type 22 (Homo sapiens). recombinant LYP phosphatase, fluorescence intensity; higher % means a stronger effect. inhibition, % at 11.5 µM; hits with a dose series show IC50 in µM. hit rate 0.054% among 290,000;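 further: plate controls were vehicle with enzyme for no effect and no enzyme for full effect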
Myeloid diff 2 – induction of myeloid progenitor differentiation, primary screen, cell-based, flow cytometry, MLPCN library; ER-HoxA9 myeloid progenitors, lysozyme-GFP differentiation; calls only at 10 µM; hit rate 1% among 360,000;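 active means normalized GFP-positive differentiation at or above the plate's own cutoff, the solvent-only control mean plus 3 SD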;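 further: cells exposed to compound for four days before flow analysis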
human PMI inhibition – inhibitors of human PMI, primary screen, biochemical, fluorescence intensity, coupled assay (AID 1209); Mannose-6-phosphate isomerase (Homo sapiens); purified PMI enzyme, coupled fluorescence intensity; higher % means a stronger effect; inhibition, % at 20 µM, or IC50 in µM where a hit was titrated; hit rate 0.42% among 190,000;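 further: plate controls were DMSO vehicle for no effect and wells lacking substrate for full effect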
XIAP displacement – XIAP antagonists, biochemical, IAP family, fluorescence polarization (AID 1018); XIAP BIR domain, fluorescence polarization peptide displacement; higher % means a stronger effect; E3 ubiquitin-protein ligase XIAP (Homo sapiens); displacement, % at 20 µM; hits with a dose series show IC50 in µM; hit rate 0.007% among 200,000; in the data active means displacement above about 50%; further: a part of the inactive calls stands beside numbers as strong as those of hits
PMI inhibition – human PMI inhibitors, high substrate, primary screen, biochemical, fluorescence intensity, high mannose 6-phosphate (AID 1220). inhibition, % at 20 µM, or IC50 in µM where a hit was titrated. Mannose-6-phosphate isomerase (Homo sapiens). recombinant PMI enzyme, coupled fluorescence intensity; higher % means a stronger effect. hit rate 0.66% among 190,000
TNAP activation fold – human TNAP enzyme activators, primary screen, biochemical, luminescent, no phosphate acceptor, uHTS (AID 1001). Alkaline phosphatase, tissue-nonspecific isozyme (Homo sapiens). purified TNAP, luminescent activation assay, no phosphate acceptor; higher activation fold means a stronger effect. activation fold at 20 µM, or EC50 in µM where a hit was titrated. hit rate 0.03% among 200,000; in the data active means activation fold from about 3, or a potency from the dose series; inactive means the rest, 99 in 100 with activation fold below about 1.6; further: many of its hits are not listed in these tables
Myeloid diff 2 GFP+ MAC1+ % – also measured in Myeloid diff 2; calls as there; GFP+ MAC1+ double positive, %; measured here: differentiation confirmed by MAC1 staining
Active calls of the source: *; i = inactive; x = not tested or not shown; + = active, no number. Unless noted, no stated cut-off is given here; in the data, active means inhibition above about 50%; inactive means the rest.

SMILES	P. falciparum M1AAP	CSM14.1 death rescue	M17LAP inhibition	LYP inhibition	Myeloid diff 2	Myeloid diff 2 GFP+ MAC1+ %	human PMI inhibition	XIAP displacement	PMI inhibition	TNAP activation fold
O=C(O)c1nn2c(c1Br)NC(c1ccccc1)CC2C(F)(F)F (stereo not drawn)	0%	1.4%	19%	-2%	i	0.6	-3%	-3.6%	-3%	1.1
CCn1cc(/C=N/NC(=O)c2ccc(C#N)cc2F)c2ccccc21	9%	0.8%	27%	-4%	i	0.9	-3%	-3.8%	5%	1.2
CC(O/N=C\c1ccccc1O)C(=O)Nc1ccccc1C(=O)N1CCOCC1 (stereo not drawn)	4%	-2.5%	-3%	-3%	i	0.2	0%	0.6%	0%	1.1
COc1ccc(C=C(c2ccc(OC)cc2)c2ccc(OC)cc2)cc1	2%	-2.0%	1%	-1%	i	1.0	8%	-16%	7%	1.1
COC(=O)C1=C(N)Oc2cc(N(C)C)ccc2C1c1ccccc1OC (stereo not drawn)	-2%	2.8%	-8%	-4%	i	1.8	-9%	-2.8%	25%	1.1
Cc1ccc(-c2noc(C3CCN(S(=O)(=O)c4ccc5c(c4)OCCO5)CC3)n2)o1	-2%	-1.6%	7%	-10%	i	0.8	9%	-0.2%	10%	1.1
Cn1cnnc1SCC(=O)OCN1C(=O)c2ccccc2C1=O	10%	-3.7%	3%	-10%	i	0.9	0%	-6.2%	-4%	1.1
COc1cc2c(cc1NCc1ccccn1)oc1ccccc12	1%	-0.9%	-3%	-1%	i	0.6	27%	-3.9%	57%*	1.1
CN(c1ccccc1)C(c1ccc(F)cc1)c1nnnn1C1CCCC1 (stereo not drawn)	-1%	-1.8%	9%	0%	i	1.2	13%	-7.1%	10%	1.2
Cc1cc(C)n2nc(C(=O)NC(c3ccccc3)c3ccccc3)nc2n1	4%	-8.3%	1%	-1%	i	0.4	-8%	-6.0%	-8%	1.1
CCCCSc1nnc2n(CCc3ccccc3)c(=O)c3c4c(sc3n12)COC(C)(C)C4	5%	-1.3%	3%	10%	i	0.8	13%	-9.5%	9%	1
O=C(CN(Cc1cccs1)C(=O)CNS(=O)(=O)c1ccc(F)cc1)NCc1ccco1	16%	2.8%	7%	-6%	i	0.2	-14%	-5.0%	-5%	1.2
CSc1ncccc1C(=O)NC1CCCCCC1	5%	-0.9%	-6%	2%	+	4.7*	-11%	-2.9%	-11%	1.1
Cc1ccc(S(=O)(=O)CCc2nc3ccccc3n2CCC#N)cc1	-2%	x	-6%	1%	i	0.6	-8%	0.6%	-26%	1.1
COc1ccc(NC(=O)c2sccc2C)c([N+](=O)[O-])c1	9%	-3.7%	2%	2%	i	1.2	14%	-8.0%	18%	1.1
CCc1nc(N)c(C#N)c(-c2cccc3ccccc23)c1C	2%	-0.4%	9%	-2%	i	0.8	5%	-1.5%	-2%	1.1
O=[N+]([O-])c1ccc(-c2nc3ccc([N+](=O)[O-])cc3[nH]2)cc1	6%	2.1%	-4%	-2%	i	1.3	2%	-2.6%	-2%	1
Cc1cc(OCC#N)nc(N)n1	-2%	-1.0%	3%	-14%	i	0.5	4%	-8.1%	0%	1.1
CCOC(=O)N1CCN(C(=O)c2nc3ccccc3s2)CC1	2%	-2.2%	-8%	-11%	i	0.7	15%	-13%	17%	1.1
Cc1ccc(N2C(=O)C3C4C=CC(CNC(=S)Nc5ccc(Cl)cc5)(O4)C3C2=O)cc1 (stereo not drawn)	2%	-3.2%	-14%	-4%	i	0.9	-3%	0.5%	-22%	1.1
Cc1cccc(NC(=O)Nc2ccc(C)c(C)c2)n1	-1%	-1.2%	-1%	-4%	i	1.6	9%	-4.3%	6%	1.1
CC1(C)CNC(=O)C=C(c2ccccc2)C1	0%	-1.5%	4%	0%	+	5.3*	11%	-1.3%	7%	1.1
CC(C)NS(=O)(=O)c1ccc(OCC(=O)N2CCCC2)cc1	9%	-1.8%	10%	-5%	i	7.5	8%	-20%	14%	1.1
O=C1c2ccccc2C(=O)C12OC2c1ccc(Cl)cc1 (stereo not drawn)	3%	-2.6%	-11%	-9%	x	x	16%	-2.8%	35%	1
CCOc1ccc2[nH]c(=O)c(CN(CC3COCCO3)C(=O)c3ccco3)cc2c1 (stereo not drawn)	x	-0.2%	x	2%	i	0.8	-1%	-4.6%	0%	1.1
Cc1ccccc1Nc1nc(N)nc(COC(=O)CCS(=O)(=O)c2ccccc2)n1	5%	1.9%	10%	-8%	i	0.8	-6%	-4.5%	0%	1
CCSc1nc2c(c(=O)[nH]c(=O)n2C)n1CC(O)COc1ccccc1 (stereo not drawn)	-1%	-1.0%	2%	-5%	i	0.7	3%	-8.5%	2%	1.1
COc1cc(C(=O)N[C@@H](C)C(=O)NCc2ccco2)cc(OC)c1OC	6%	-0.5%	5%	-7%	i	0.5	-4%	-2.7%	0%	0.9
CN(Cc1ccc(O)cc1)C1CCCCC1	10%	1.9%	2%	-9%	i	7.3	-8%	7.1%	-4%	1.1
c1ccc(-c2noc(-c3ccno3)n2)nc1	5%	x	5%	-1%	i	0.5	x	x	x	x

Reformatted: results already given.
| Compound | P. falciparum M1AAP | CSM14.1 death rescue | M17LAP inhibition | LYP inhibition | Myeloid diff 2 | Myeloid diff 2 GFP+ MAC1+ % | human PMI inhibition | XIAP displacement | PMI inhibition | TNAP activation fold |
| --- | --- | --- | --- | --- | --- | --- | --- | --- | --- | --- |
| Cc1cccc(NC(=O)Nc2ccc(C)c(C)c2)n1 | -1% | -1.2% | -1% | -4% | i | 1.6 | 9% | -4.3% | 6% | 1.1 |
| CC1(C)CNC(=O)C=C(c2ccccc2)C1 | 0% | -1.5% | 4% | 0% | + | 5.3* | 11% | -1.3% | 7% | 1.1 |
| CC(C)NS(=O)(=O)c1ccc(OCC(=O)N2CCCC2)cc1 | 9% | -1.8% | 10% | -5% | i | 7.5 | 8% | -20% | 14% | 1.1 |
| O=C1c2ccccc2C(=O)C12OC2c1ccc(Cl)cc1 (stereo not drawn) | 3% | -2.6% | -11% | -9% | x | x | 16% | -2.8% | 35% | 1 |
| CCOc1ccc2[nH]c(=O)c(CN(CC3COCCO3)C(=O)c3ccco3)cc2c1 (stereo not drawn) | x | -0.2% | x | 2% | i | 0.8 | -1% | -4.6% | 0% | 1.1 |
| Cc1ccccc1Nc1nc(N)nc(COC(=O)CCS(=O)(=O)c2ccccc2)n1 | 5% | 1.9% | 10% | -8% | i | 0.8 | -6% | -4.5% | 0% | 1 |
| CCSc1nc2c(c(=O)[nH]c(=O)n2C)n1CC(O)COc1ccccc1 (stereo not drawn) | -1% | -1.0% | 2% | -5% | i | 0.7 | 3% | -8.5% | 2% | 1.1 |
| COc1cc(C(=O)N[C@@H](C)C(=O)NCc2ccco2)cc(OC)c1OC | 6% | -0.5% | 5% | -7% | i | 0.5 | -4% | -2.7% | 0% | 0.9 |
| CN(Cc1ccc(O)cc1)C1CCCCC1 | 10% | 1.9% | 2% | -9% | i | 7.3 | -8% | 7.1% | -4% | 1.1 |
| c1ccc(-c2noc(-c3ccno3)n2)nc1 | 5% | x | 5% | -1% | i | 0.5 | x | x | x | x |

(list continues)
SMILES	P. falciparum M1AAP	CSM14.1 death rescue	M17LAP inhibition	LYP inhibition	Myeloid diff 2	Myeloid diff 2 GFP+ MAC1+ %	human PMI inhibition	XIAP displacement	PMI inhibition	TNAP activation fold
Cc1ccc(/C=C/C(=O)Nc2nnc(SCc3ccc(C#N)cc3)s2)o1	2%	1.5%	11%	-1%	i	0.9	-4%	-1.0%	-6%	1.1
Cc1cccc(-n2cc(-c3ccccc3)c3c(NN4CCOCC4)ncnc32)c1	6%	-1.4%	13%	-5%	i	0.2	6%	-11%	3%	1.1
Cc1ccc2nc(N/N=C/c3ccccc3F)nc(-c3ccccc3)c2c1	6%	0.1%	6%	10%	i	0.3	19%	0.9%	22%	1.1
COc1cccc(NC(C(=O)Nc2cccc(C(C)=O)c2)c2ccccc2)c1 (stereo not drawn)	-4%	-1.0%	-3%	-3%	i	0.4	7%	-4.3%	6%	0.9
CC(C(=O)NN)n1nnc(N2CCOCC2)n1 (stereo not drawn)	-1%	x	-13%	-9%	i	1.1	x	x	x	x
COc1ccc(N2CCN(CC(=O)Nc3ccccc3SC)CC2)cc1	6%	-1.7%	-5%	0%	i	0.6	7%	-13%	13%	1.1
O=C(NNc1ccccc1Br)C(=O)n1ccc2ccccc21	6%	-0.5%	27%	-4%	i	0.4	14%	-5.9%	8%	2.2
CCOc1ccc(/C=C2\SC(=S)N(CCC(=O)O)C2=O)cc1	2%	x	7%	-7%	i	0.8	x	x	x	x
CC(OC(=O)c1cccc(S(=O)(=O)Nc2ccccc2F)c1)C(=O)NCc1ccc2c(c1)OCO2 (stereo not drawn)	-2%	-2.8%	28%	-2%	i	0.7	16%	-12%	9%	1
CCn1c2ccc(F)cc2c2nnc(NN)nc21	6%	-3.2%	4%	46%	i	0.2	2%	-5.9%	-4%	0.9
O=C(COc1ccccc1/C=C1\SC(=O)NC1=O)Nc1ccc(F)cc1	27µM*	-0.8%	-7%	10%	i	0.2	0%	-13%	12%	1
CN(C)c1ccc([N+](=O)[O-])cc1C(=O)O	3%	-0.9%	14%	-4%	i	0.4	-10%	-1.2%	-5%	1
O=C(Nc1ccc(F)cc1)Nc1ccc(N2CCOCC2)c2nonc12	8%	-1.2%	13%	0%	i	0.4	15%	-8.6%	38%	1
O=C(Nc1ccc(Nc2ccccc2)cc1)C(Cl)Cl	0%	-1.4%	-7%	-8%	i	1.5	-2%	-2.1%	4%	1.1
O=C(Nc1ccc(S(=O)(=O)NC2=NCCCCC2)cc1)c1ccccc1Cl	5%	x	10%	-5%	i	0.9	x	x	x	x
COc1ccccc1-c1nnc(SCc2ccccn2)n1C	-1%	-0.9%	7%	-2%	i	7.5	4%	-3.4%	-1%	1.1
CCN1C(=O)c2ccc(C(=O)NCc3ccc4c(c3)OCO4)cc2C1=O	4%	4.8%	-8%	-5%	i	0.9	-2%	-4.5%	1%	1.1
NC(=O)c1cc2ccccc2o/c1=N\NC(=O)c1ccco1	7%	-1.1%	-1%	0%	i	0.5	11%	-0.6%	1%	1
COc1ccc(C(=O)NCC(=O)OCn2nnc3ccccc3c2=O)cc1OC	4%	-0.9%	2%	-6%	x	x	-6%	-13%	-10%	1.1
N#Cc1ccccc1NC(=O)COC(=O)CSc1nc2ccccc2o1	4%	-1.5%	2%	-1%	i	0.6	16%	-1.5%	17%	1.1
COc1ccc(-c2csc(CCN3N=C(C)CC3=O)n2)cc1	0%	4.5%	15%	0%	i	0.3	-59%	-5.1%	-109%	1.2
O=C1CC(c2ccccc2)=NN1c1nc(-c2ccccc2)cs1	5%	-1.0%	0%	3%	i	0.1	-12%	4.2%	-10%	1
O=C(O)/C(=C\c1cccs1)c1ccc(F)cc1	7%	0.6%	1%	-2%	i	0.6	-11%	-3.8%	-4%	1.1
COC(=O)C(C)N(c1ccc(OC)cc1)S(C)(=O)=O (stereo not drawn)	5%	-0.2%	-1%	-7%	i	0.3	8%	-4.0%	5%	1.1

Compound activity as filed in PubChem BioAssay.

Compounds as they come; any-hit rate near 2.7%.
